From PubChem
RECQ1 inh – inhibitors of human RECQ1 DNA helicase. RECQ1 DNA unwinding, red fluorescence kinetic read. Potency, µM (titrated, usually from 57.3 µM), for the others: top-dose activity, negative = inhibition, actives largely listed as inhibitors. hit rate 0.54% among 240,000. AID 2549;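 note: plate controls were vehicle for no effect and no enzyme for full effect; nearly all actives have a fitted effect of over 30% in size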
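50 nM RECQ1T1 preincubated 15 min with compound in Tris pH 8.0 buffer with MgCl2, DTT, Tween-20 and 2.5 ug/ml poly(dI-dC); started with 200 nM TAMRA/BHQ-2 forked duplex and 2 mM ATP. Unwinding read as fluorescence (525/598 nm), two reads 2 h apart.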
RGS12 GoLoco inh – RGS12 GoLoco-Gai1 interaction inhibition; Potency, µM (series often up to 61.6 µM), without a hit: at the top dose activity, negative = inhibition, hits mostly inhibitors; Gai1:RGS12 GoLoco peptide FP, rhodamine, 10 min; hit rate 0.44% among 230,000; AID 880; active = well fitted inhibition curve with a large enough effect, not every such curve was filed as active; inactive = no such curve, though single readings can be large or run the other way; note: nearly all actives have a fitted effect of over 30% in size; many of its hits are not listed in these tables
TRb-SRC2 inh – TRbeta-SRC2 interaction inhibition; TRbeta-SRC2 peptide binding, fluorescence polarization; receptor liganded with 1 µM T3; Potency, µM (titrated, usually from 106 µM), for inactives: at the highest dose activity change, negative = inhibition, most hits filed as inhibitors; hit rate 0.065% among 280,000;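 note: plate controls were bound peptide for no effect and peptide without receptor for full effect; nearly all actives have a fitted effect of over 50% in size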
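Human TRb LBD (0.6 uM) plus Texas Red-labeled SRC2 peptide (20 nM), 1uM T3, 5% DMSO, 5 hr at ambient temperature. Decreased polarization (555/632 nm) flags inhibition; data normalized to free and bound peptide controls.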
KDM4E inh – JMJD2E (human) inhibition. Potency, µM (doses to about 57.1 µM), for the others: top-dose activity change, negative = inhibition, usual class: inhibitors. B2RXH2. hit rate 1.6% among 230,000. JMJD2E catalytic domain, FDH-coupled NADH fluorescence (FDH is formaldehyde dehydrogenase); active = well fitted inhibition curve with a large enough effect, not every such curve was filed as active; inconclusive = small, poorly fitted or top-dose-only effect, or another doubt; inactive = no such curve, though single readings can be large or run the other way;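 note: 0% = wells with enzyme and -100% = buffer wells without enzyme; nearly all actives have a fitted effect of over 50% in size; many of its hits are not listed in these tables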
Tau fibril ThT – tau fibrillization inhibition (ThT binding); recombinant tau K18 P301L (four-repeat tau fragment), heparin-induced fibrillization, ThT fluorescence; Potency, µM (highest dose often 57.4 µM), without a hit: at the highest dose activity, negative = inhibition, actives largely listed as inhibitors; hit rate 2.1% among 270,000; AID 1460; note: nearly all actives have a fitted effect of over 55% in size
Target sequence (P10636 561-689 P618L limits assumed): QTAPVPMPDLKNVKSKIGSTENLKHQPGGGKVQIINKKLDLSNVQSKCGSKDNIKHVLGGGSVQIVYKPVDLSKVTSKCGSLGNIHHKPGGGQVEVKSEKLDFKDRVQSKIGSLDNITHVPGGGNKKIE
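K18 P301L tau (15 uM + 0.24 uM Alexa 594-tagged), heparin 20 uM, NaOAc pH 7, 6 h 37 C; ThT 30 uM, 1 h RT, ex 450/em 510 nm.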
TexasRed fluor – Texas Red fluorescence interference in TRb-SRC2 counter-screen | TRb/SRC2 Texas Red total fluorescence interference | Potency, µM (highest dose often 106 µM), for inactives: at the highest dose fluorescence change, negative = quenching | hit rate 0.29% among 280,000; active = well fitted curve in either direction with a large enough effect; inconclusive = small, poorly fitted or top-dose-only effect
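Human TRb ligand-binding domain at 0.6 uM with 20 nM Texas Red SRC2 peptide in Tris buffer containing 1 uM T3 and 5% DMSO, incubated with compound 5 h at ambient temperature. Total fluorescence (555/632 nm) calculated as parallel + 2 × perpendicular.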
L3MBTL1 inh – L3MBTL1 (human) inhibition; AID 485360; hit rate 0.66% among 230,000; Potency, µM (series often up to 57.1 µM), for the others: at the top dose activity, negative = inhibition, usual class: inhibitors; Q9Y468; AlphaScreen L3MBTL1–H3K9me1 peptide binding; note: nearly all actives have a fitted effect of over 60% in size
Target sequence (Q9Y468 whole entry, looked up): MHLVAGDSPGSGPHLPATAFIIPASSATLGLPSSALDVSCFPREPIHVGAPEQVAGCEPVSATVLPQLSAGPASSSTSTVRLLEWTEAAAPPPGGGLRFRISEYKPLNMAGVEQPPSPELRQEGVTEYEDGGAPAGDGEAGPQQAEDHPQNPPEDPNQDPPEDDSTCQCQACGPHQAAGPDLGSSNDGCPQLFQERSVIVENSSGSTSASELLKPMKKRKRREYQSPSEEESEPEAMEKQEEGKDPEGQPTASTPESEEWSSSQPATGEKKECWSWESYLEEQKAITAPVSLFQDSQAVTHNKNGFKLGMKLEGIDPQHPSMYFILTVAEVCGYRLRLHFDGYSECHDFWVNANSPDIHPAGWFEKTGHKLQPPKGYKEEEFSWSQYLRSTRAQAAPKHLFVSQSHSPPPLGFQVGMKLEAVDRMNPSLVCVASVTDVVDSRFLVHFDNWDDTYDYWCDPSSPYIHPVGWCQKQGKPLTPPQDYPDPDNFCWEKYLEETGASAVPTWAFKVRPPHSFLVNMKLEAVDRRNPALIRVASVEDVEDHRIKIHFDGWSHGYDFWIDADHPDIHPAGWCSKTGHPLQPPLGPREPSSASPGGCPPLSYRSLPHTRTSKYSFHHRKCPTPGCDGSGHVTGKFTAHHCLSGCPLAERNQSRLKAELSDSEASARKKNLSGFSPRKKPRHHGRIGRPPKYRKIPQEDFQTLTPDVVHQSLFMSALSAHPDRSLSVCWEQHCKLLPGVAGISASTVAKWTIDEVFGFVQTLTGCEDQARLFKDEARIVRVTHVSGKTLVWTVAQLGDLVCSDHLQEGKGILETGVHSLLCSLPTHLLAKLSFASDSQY
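Displacement of a biotinylated histone H3(1-15) peptide monomethylated at Lys9 (75 nM) from L3MBTL1 (50 nM) was measured by AlphaScreen after a 30 min room-temperature compound incubation; cefsulodin titration served as intraplate control.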
Tau FP inhib – tau fibrillization inhibition (FP); P10636; hit rate 0.39% among 280,000; AID 1468; Potency, µM (doses to about 57.7 µM), inactives show at the highest dose activity, negative = inhibition, usual class: inhibitors; K18 P301L tau heparin fibrillization, Alexa594 FP, 6 h; note: nearly all actives have a fitted effect of over 55% in size
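Steps: dispense K18 P301L tau (15 uM plus 0.24 uM Alexa 594 tracer, final) in pH 7 sodium acetate; add compound; add heparin (20 uM final); incubate 6 hr, 37 C; add ThT (30 uM final); after 1 hr ambient, read FP.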
Numbers without * were called inactive; i = inactive; ? = inconclusive; nt = no result given; [ ] = another dose, or the depositor's remark. Unless noted, calls come from the whole dose curve; as a rule, active = well fitted curve in the direction sought with a large enough effect; inconclusive = small, poorly fitted or top-dose-only effect, or another doubt; inactive = no such curve, though single readings can be large; an effect the other way counts as inactive or inconclusive. Unless noted, % is set by controls: 0 for no effect and ±100 for the full control effect; potency is the fitted concentration of half-maximal effect. The list is partial; rates above refer to the full screens.

SMILES	RECQ1 inh	RGS12 GoLoco inh	TRb-SRC2 inh	KDM4E inh	Tau fibril ThT	TexasRed fluor	L3MBTL1 inh	Tau FP inhib
CC(C)CC(NC(=O)c1ccccc1)C(=O)OCC(=O)Nc1ccc(S(N)(=O)=O)cc1 (stereo unspecified)	-6%	19%	9%	-22%	-5%	2%	-8%	-5%
CN1C(=O)c2ccc(S(=O)(=O)c3ccc(C(=O)O)cc3)cc2C1=O	-9%	10%	0%	-1%	-4%	-2%	11%	7%
CCN(C(=O)COC(=O)c1ccc(Cl)nc1)C1CCS(=O)(=O)C1 (stereo unspecified)	-2%	18%	0%	3%	-3%	0%	nt	-3%
S=C(NCc1ccccc1)N1CCN(c2ccccc2)CC1	5%	1%	-1%	14%	-5%	-2%	-4%	1%
CC(=O)Nc1ccc(S(=O)(=O)NCCN2CCOCC2)cc1	-3%	2%	-1%	0%	0%	-6%	4%	-8%
CCc1c(C#N)sc(C(N)=O)c1CC	-6%	7%	0%	7%	-1%	-4%	4%	7%
O=C(Nc1ccc(Cl)c(Cl)c1)O/N=C/c1ccncc1	-3%	-9%	2%	-3%	10%	0%	1%	4%
Cc1nc(SCC(=O)NCCc2ccccc2)n[nH]1	-8%	nt	-9%	3%	-1%	-2%	6%	6%
CC(C)=CCC/C(C)=C/CC/C(C)=N/O	15%	-14%	-2%	?	-14%	2%	28%	-3%
CCc1ccccc1NC(=O)C1C(c2ccccc2)C1(Cl)Cl (stereo unspecified)	-9%	1%	-11%	-4%	-4%	0%	13%	11%
COc1ccc(NC(=O)CCC(=O)OCc2ccc(Br)cc2)cc1	-2%	7%	-12%	14%	6%	1%	1%	-3%
O=C(/C=C/c1ccc(Br)cc1)NC(=S)N1CCOCC1	0%	6%	4%	-4%	-27%	-1%	-13%	-8%
CN(C)S(=O)(=O)c1ccc(NC(=O)C2CC(=O)N(Cc3ccccc3)C2)cc1 (stereo unspecified)	-15%	15%	0%	-2%	-12%	-5%	nt	-1%
CC(C)(C)C(=O)CSc1nc2c(c(-c3cccs3)c1C#N)CCC2	2%	45%[activator]	7%	2%	-10%	-1%	28%	0%
OCCn1c(Cl)nc2ccccc21	i	13%	5%	0%	1%	4%	-3%	-1%
COc1ccc(-c2cn3cccnc3n2)cc1NC(=O)c1ccccc1C(F)(F)F	nt	nt	-1%	nt	-8%	-2%	nt	-12%
COC(=O)c1c(C)nc2ccccc2c1C(=O)O	8%	0%	2%	-5%	-9%	-2%	-12%	4%
Cc1ccc(CN2CCN(Cc3ccc(OCCO)cc3)CC2CCO)o1 (stereo unspecified)	-13%	8%	-5%	3%	-9%	-1%	5%	-5%
COc1ccccc1COCC(O)CN(Cc1ccco1)Cc1ccccc1O (stereo unspecified)	1%	4%	9%	0%	?	-1%	0%	-4%
CN1CCN(c2ccc(Cl)cc2NC(=O)c2ccc([N+](=O)[O-])cc2)CC1	i	-6%	-6%	2%	-11%	2%	nt	8%
CCOC(=O)c1ccc2[nH]c3c(c2c1)CCCC3O (stereo unspecified)	i	22%	0%	-9%	-14%	-3%	-4%	11%
O=C(COc1cccc2cccnc12)NCC(F)(F)F	-1%	1%	4%	-11%	-13%	4%	-6%	-6%
Cc1cccc(N(C(=O)CCC(=O)Nc2ccccn2)C(C(=O)NC(C)C)c2ccc(O)cc2)c1 (stereo unspecified)	8%	-1%	-17%	-1%	0%	2%	-4%	-3%
O=C(Cn1[nH]c(=O)c2ccccc2c1=O)N1CC=C(c2ccccc2)CC1	1%	6%	-1%	0%	-14%	1%	nt	2%
C/C(N)=C(/C#N)C(=O)COC(=O)c1cc(S(=O)(=O)N2CCCCC2)ccc1C	0%	7%	-1%	6%	-2%	-1%	-5%	-7%
Cc1nc(Nc2ccc3c(c2)OCCO3)c2c(C)c(C)sc2n1	0%	43%[activator]	-4%	-24%	?	-5%	-20%	11%
Cc1nn(CC#N)c(=O)n1N(C)c1ncc(C(F)(F)F)cc1Cl	-10%	10%	-13%	-1%	-7%	-1%	-7%	2%
Cc1cccc2cc(CN(CC3CCCO3)C(=O)NC3CCCCC3)c(=O)[nH]c12 (stereo unspecified)	13%	-12%	11%	?	-3%	-6%	2%	1%
CCOC(=O)CC(=O)Nc1c(C)cc(C)cc1C	-9%	-23%	-7%	1%	18%	-3%	-1%	7%
Cc1ccc2nc(N3CCCCC3)c(C=O)c(=O)n2c1	i	15%	1%	4%	-3%	-1%	1%	-4%
O=C1NCCCC2c3cc(O)c4ccccc4c3OC12N1CCCCC1 (stereo unspecified)	i	-24%	-28%	?	13µM*	-5%	-17%	?
COc1ccc(CCN2C(=O)C3C4CCC(C4=C(C)C)C3C2=O)cc1OC (stereo unspecified)	1%	2%	1%	3%	-8%	-7%	1%	10%
CCC1CC(CSc2ncn[nH]2)OC1=O (stereo unspecified)	0%	10%	-2%	4%	-4%	-1%	4%	10%
O=C(Cn1nnc(-c2ccccc2NC(=O)c2ccccc2F)n1)NCc1ccco1	-10%	7%	6%	?	0%	0%	-1%	-10%
CCN(CC)c1ccc(C(=O)Nc2ccccc2)cc1[N+](=O)[O-]	i	20%	-4%	-9%	16µM*	0%	-21%[11.4 µM]	7%
O=C(Nc1nnc(C2CCCO2)s1)c1cccs1 (stereo unspecified)	i	9%	8%	-4%	2%	1%	35%[activator][11.4 µM]	4%
C=CCOc1nc2c(c(=O)n(C)c(=O)n2C)n1C	-14%	-6%	-7%	1%	4%	-1%	1%	13%
CCN1CCN(c2nc(N)c([N+](=O)[O-])c(Nc3ccc(C)cc3)n2)CC1	-2%	2%	-2%	9%	-17%	0%	-6%	-5%
CCCCn1c(CNC(=O)CC)nc2ccccc21	-12%	10%	-2%	0%	7%	0%	6%	-6%
C=CCNC(=O)CSc1nnc(-c2ccccc2Br)n1-c1cccc(C(F)(F)F)c1	-3%	-3%	-8%	9%	5%	0%	6%	0%
COc1ccc(CCNC(=O)c2cc(=O)c3c(C)cc(C)cc3o2)cc1OC	nt	nt	7%	nt	?	-23%	nt	-10%
CCOC(=O)c1c(C)oc2nc(C)nc(Nc3ccc(C)c(Cl)c3)c12	nt	nt	3%	nt	5%	2%	nt	-9%
COCC(=O)Nc1sc2c(c1C(=O)OC)CCCC2	-1%	2%	2%	-4%	-11%	-6%	10%	0%
C/C(CC(O)c1ccc2ccccc2n1)=N/O (stereo unspecified)	-10%	5%	-12%	-9%	-5%	-1%	nt	5%
N#CCc1ccc(NC(=O)Nc2cccc(Cl)c2)cc1	-3%	-2%	-1%	4%	-2%	3%	-1%	?
COc1ccc(OC)c(-c2csc(NC(=O)CSc3ccccc3)n2)c1	-10%	11%	1%	-1%	-9%	-1%	-8%	-11%
COc1cc(OC)cc(C(=O)Nc2nc(-c3ccccc3)c(-c3ccccc3)o2)c1	0%	3%	-1%	?	?	-1%	-14%	-6%
CC(=O)Nc1nnc(C2=COCCO2)o1	-3%	-9%	5%	-5%	-13%	-1%	-6%	-3%
COc1cc(S(=O)(=O)NCc2ccccc2)ccc1Br	-20%	3%	5%	-5%	-8%	-1%	4%	2%
Cc1ccccc1CC1(CO)CCCN(Cc2cn[nH]c2-c2ccccc2)C1 (stereo unspecified)	i	5%	-20%	4%	10%	-1%	-18%	-4%
O=C1N=C2SCCN2/C1=C\c1ccccc1Cl	-3%	2%	0%	8%	-13%	-2%	-3%	1%
CNS(=O)(=O)c1cc(Br)ccc1S(=O)c1ccccc1C(=O)O (stereo unspecified)	-13%	2%	-2%	2%	-10%	3%	9%	?
C#CCNC(=O)C1CCN(c2cc(C)nc(-c3ccccc3)n2)CC1	i	6%	-1%	-24%	-2%	-2%	-3%	?
Cc1cc(C)c2c(n1)SCC(=O)N2CC(=O)Nc1cccc(C)c1C	nt	nt	5%	nt	0%	-1%	nt	-9%
O=C(CN1C(=O)CSc2ccccc21)NCCC1=CCCCC1	2%	nt	-3%	-8%	-14%	-2%	0%	-4%
Cc1cc(C)c2c(NC(=O)c3ccccc3Cl)c(C(=O)NCc3ccc(Cl)cc3)sc2n1	nt	nt	5%	nt	?	-11%	nt	-11%
c1ccc(-c2cc3c(nn2)CCc2nonc2-3)cc1	0%	-1%	5%	-4%	-5%	-1%	-4%	-2%
COC(=O)c1ccc(Oc2ccc(C(F)(F)F)cn2)cc1	0%	9%	1%	13%	-7%	0%	12%	-4%
O/N=C1\CC/C(=N\O)c2nn(-c3ccccc3Cl)nc21	-4%	9%	-9%	-2%	-11%	-2%	6%	-7%
Cc1ccccc1Cn1cc(CCC(=O)NC(C)c2ccccc2)c2ccccc21 (stereo unspecified)	nt	nt	4%	nt	-11%	-1%	nt	0%
O=C(CCSc1ccccc1)N1CCOCC1	-6%	2%	-8%	-2%	-5%	-3%	0%	0%

Compound profiles (already shown). Values in the order: RECQ1 inh, RGS12 GoLoco inh, TRb-SRC2 inh, KDM4E inh, Tau fibril ThT, TexasRed fluor, L3MBTL1 inh, Tau FP inhib
Cc1ccccc1Cn1cc(CCC(=O)NC(C)c2ccccc2)c2ccccc21 (stereo unspecified) reads nt, nt, 4%, nt, -11%, -1%, nt, 0%
COc1ccc(CCNC(=O)c2cc(=O)c3c(C)cc(C)cc3o2)cc1OC reads nt, nt, 7%, nt, ?, -23%, nt, -10%
C/C(CC(O)c1ccc2ccccc2n1)=N/O (stereo unspecified) reads -10%, 5%, -12%, -9%, -5%, -1%, nt, 5%
CC(=O)Nc1nnc(C2=COCCO2)o1 reads -3%, -9%, 5%, -5%, -13%, -1%, -6%, -3%
c1ccc(-c2cc3c(nn2)CCc2nonc2-3)cc1 reads 0%, -1%, 5%, -4%, -5%, -1%, -4%, -2%
